High-throughput results from PubChem BioAssay.
P. falciparum M1AAP = P. falciparum M1AAP inhibitors, biochemical, fluorogenic H-Leu-NHMec substrate, 1536-well (AID 1445) | actives 0.42% (n = 220,000) | recombinant M1AAP, H-Leu-NHMec fluorogenic kinetic assay; higher % means a stronger effect | inhibition, % at 30 µM, or IC50 in µM where a hit was titrated;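 active means primary inhibition above the hit cutoff, then over 50% inhibition at one or more dose response concentrations, cut at about 23% in these data, passing the limit was not always enough; inconclusive means conflicting primary data, or primary hits not chosen for dose response; inactive means low primary inhibition, or under 50% at every dose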;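 further: plate controls were DMSO full reaction for no effect and no enzyme background for full effect; strong numbers were not always called active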
AID2073 = inhibitors of Mint1-CaV2.2 protein interaction, biochemical, HTRF (AID 2073); inhibition, % at 20 µM, or IC50 in µM where a hit was titrated; HTRF protein-protein interaction, Mint1-CaV2.2; higher % means a stronger effect; actives 0.19% (n = 290,000); in the data active means inhibition mostly above about 51%, no sharp cut-off; inconclusive means no clear call, values can overlap the other calls; inactive means mostly below about 53%; further: some results filed as inactive read as strong as hits
ER stress rescue = protection against thapsigargin-triggered cell killing – 384-well, CSM14.1, ATP luminescence, primary screen (AID 1222). CSM14.1 thapsigargin-induced death rescue, ATP luminescence; higher % means a stronger effect. cellular ATP content (survival), % at 20 µM, or EC50 in µM where a hit was titrated. 190,000 tested, under 10 active;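 active means EC50 below 50 µM in the dose-response confirmation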;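 further: death triggered by thapsigargin at about 15 µM added after 2 h compound pretreatment; cell ATP read after overnight thapsigargin exposure of roughly 18 to 22 hours; normalized against plate controls of thapsigargin alone and 5% DMSO vehicle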
XIAP antagonists = small molecules displacing peptide from XIAP – biochemical, IAP family, fluorescence polarization (AID 1018) | actives 0.007% (n = 200,000) | XIAP BIR domain, fluorescence polarization peptide displacement; higher % means a stronger effect | one-dose displacement, % at 20 µM; IC50 in µM for titrated hits; in the data active means displacement above about 50%; further: a part of the inactive calls stands beside numbers as strong as those of hits
M17LAP inhibition = P. falciparum M17LAP inhibitors, primary screen, biochemical, fluorogenic H-Leu-NHMec substrate, 1536-well (AID 1619); recombinant M17LAP, H-Leu-NHMec fluorogenic kinetic assay; higher % means a stronger effect; actives 0.38% (n = 220,000); inhibition, % at 30 µM; hits with a dose series show IC50 in µM;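 active means compound inhibiting the enzyme by more than half at any dose during confirmatory dose-response retesting; inconclusive means strong single-dose inhibitors picked by rank but not retested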;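 further: plate controls were full reaction with DMSO carrier for no effect and no enzyme background for full effect; strong numbers were not always called active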
NOD2 inhibition = inhibition of NOD2-driven NF-kB reporter – cell-based, luminescence, uHTS, HEK293 (AID 1566). HEK293 NOD2/NF-kB luciferase reporter, luminescence; higher % means a stronger effect. inhibition, % at 4 µM; hits with a dose series show EC50 in µM. actives 0.63% (n = 290,000); further: many of its hits are not listed in these tables
Hep lipid drop = modulators of hepatic lipid droplet formation; AML12 mouse hepatocytes, oleate lipid droplets, BODIPY imaging; actives 0.4% (n = 240,000); inhibition, % at 6.5 µM; AID 1656;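 active means lipid droplet intensity inhibited by at least 50%, with more than 500 cells counted; inconclusive means wells with under 300 cells, treated as cytotoxic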
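Material: mouse AML12 hepatocyte cell line, fixed after treatment; Timing: compound with oleate, overnight; Technique: high-content imaging of BODIPY-stained droplets and DAPI nuclei; Probe or stimulus: oleate, 100 µM final; Dosing: compound at 6.5 µM only.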
Siah-1 displacement = blockers of Siah-1 interaction with plectin peptide – biochemical, fluorescence polarization, rhodamine-plectin, uHTS, primary screen (AID 1817). Siah-1 / rhodamine-plectin peptide fluorescence polarization; higher % means a stronger effect. displacement, % at 20 µM; hits with a dose series show IC50 in µM. actives 0.02% (n = 290,000);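 active means displacement of at least 50% at 20 µM, with a fluorescence ratio check between 0.3 and a set limit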;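 further: plate controls were Siah plus tracer with DMSO for no effect and tracer alone without Siah for full effect; strong numbers were not always called active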
LYP inhibition = PTPN22 lymphoid phosphatase activity blockers – biochemical, fluorescence intensity, uHTS (AID 1779) | recombinant LYP phosphatase, fluorescence intensity; higher % means a stronger effect | inhibition, % at 11.5 µM; hits with a dose series show IC50 in µM | actives 0.054% (n = 290,000);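 further: plate controls were vehicle with enzyme for no effect and no enzyme for full effect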
Hep lipid drop cells 6.5 µM = further read-out of Hep lipid drop, marked with its call; cell count; measured here: cell count, cytotoxicity flag;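 cells counted across two imaged fields per well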
* = called active by the depositor; i = inactive; u = inconclusive; x = not tested or not shown. Unless noted, no stated cut-off is given here; in the data, active means inhibition above about 50%; inactive means the rest.

Fields – Hep lipid drop cells 6.5 µM	AID2073	LYP inhibition	ER stress rescue	XIAP antagonists	Siah-1 displacement	Hep lipid drop	M17LAP inhibition	P. falciparum M1AAP	NOD2 inhibition
> COc1ccc2c(c1)C1C=CCC1C(c1cc3c(cc1Br)OCO3)N2 (stereo unspecified)
 : x	35%	6%	-2.4%	-2.1%	0%	x	3%	5%	-5%
> CN(C)C=NC(=O)c1cc(C(=O)c2ccc(C(C)(C)C)cc2)c[nH]1
 : 693	7%	-4%	x	-13%	-2%	6	4%	2%	-82%
> Cc1ccc(S(=O)(=O)N2CCC(C(=O)N[C@@H](Cc3ccccc3)C(=O)O)CC2)cc1
 : 638	-1%	5%	x	-2.9%	-2%	-7	26%	-2%	-5%
> CCCCCCSC1=C(C#N)C(c2ccc(O)cc2)CC(=O)N1 (stereo unspecified)
 : 752	6%	-4%	-1.9%	-0.4%	4%	-3	-5%	9%	-5%
> Cc1cc(C(=O)COC(=O)CNC(=O)c2ccc(Cl)c(Cl)c2)c(C)n1Cc1ccco1
 : 567	-3%	-1%	-0.5%	-2.8%	-4%	-11	5%	-3%	16%
> O=C(Cn1cc(C(F)(F)F)ccc1=O)Nc1ccc(N2CCOCC2)cc1
 : 708	9%	-6%	-1.3%	-8.1%	-2%	6	-3%	6%	-26%
> O=C(Nc1ccc(C(=O)N2CCOCC2)cc1)Nc1ccc(Cl)cc1Cl
 : 622	4%	-6%	-1.1%	-0.9%	1%	0	13%	5%	16%
> Cc1nc(N)nc(Cl)c1Cc1ccc(Cl)cc1
 : 620	10%	-2%	x	-12%	15%	-9	-3%	1%	1%
> S=C(Nc1ccc(Cl)c(Cl)c1)NN1CCOCC1
 : 672	-2%	3%	-3.2%	-0.5%	8%	24	13%	7%	12%
> O=C(C1CC1)N(Cc1nc2ccccc2c(=O)[nH]1)Cc1cccs1
 : 622	14%	-5%	x	x	9%	11	-1%	2%	24%
> Cc1ccc(CN2CCN(Cc3cccc(C)n3)CC2CCO)cc1 (stereo unspecified)
 : 672	6%	-11%	-2.0%	0.8%	6%	0	-8%	3%	12%
> COc1ccccc1CN(CC(=O)NCc1ccc2c(c1)OCO2)C(=O)c1ccc2c(c1)OCCO2
 : 787	2%	0%	-0.8%	-2.2%	1%	7	4%	4%	-14%
> CC1Cc2ccccc2N1c1nc(C2CC2)nc2c1nnn2Cc1ccccc1 (stereo unspecified)
 : 757	10%	-1%	1.0%	-5.6%	-1%	-12	15%	2%	1%
> O=C(N/N=C1\CCCc2ccccc21)c1cccc([N+](=O)[O-])c1
 : 772	-3%	-6%	-0.6%	-3.8%	-6%	7	15%	8%	15%
> COc1ccc(NC(C)=O)cc1S(=O)(=O)Nc1ccc(C(=O)N2CCCC2)cc1
 : 733	11%	-10%	x	x	-4%	-14	-1%	5%	1%

Compound profiles, as listed above. Order of screens: Hep lipid drop cells 6.5 µM | AID2073 | LYP inhibition | ER stress rescue | XIAP antagonists | Siah-1 displacement | Hep lipid drop | M17LAP inhibition | P. falciparum M1AAP | NOD2 inhibition
Entry for Cc1nc(N)nc(Cl)c1Cc1ccc(Cl)cc1 = 620 | 10% | -2% | x | -12% | 15% | -9 | -3% | 1% | 1%
Entry for CC1Cc2ccccc2N1c1nc(C2CC2)nc2c1nnn2Cc1ccccc1 (stereo unspecified) = 757 | 10% | -1% | 1.0% | -5.6% | -1% | -12 | 15% | 2% | 1%

New compounds follow.
Fields – Hep lipid drop cells 6.5 µM	AID2073	LYP inhibition	ER stress rescue	XIAP antagonists	Siah-1 displacement	Hep lipid drop	M17LAP inhibition	P. falciparum M1AAP	NOD2 inhibition
> CS(=O)(=O)NCCNc1cc(Cl)ccc1[N+](=O)[O-]
 : 679	2%	-4%	-0.4%	-4.7%	8%	-4	-1%	3%	17%
> COc1ccc(C)cc1S(=O)(=O)NC1CCCC1
 : 688	-2%	2%	x	-11%	0%	-14	12%	2%	0%
> CC(C)N(Cc1cn(C)nc1-c1cccc(Cl)c1)Cc1nccn1C
 : 677	-2%	-4%	3.7%	-6.8%	1%	-17	-8%	3%	10%
> COc1ccccc1NC(=O)NNC(=O)C(C)Oc1ccc2ccccc2c1 (stereo unspecified)
 : 849	11%	-9%	x	x	2%	-5	x	x	-9%
> CCOC(=O)c1nn(-c2ccc(C)cc2)c(=O)c2c(N)scc12
 : 716	27%	-1%	-2.6%	-3.8%	2%	30	18%	2%	12%
> C[C@@H]1CCC2[C@](C)(CO)[C@@H](O)CC[C@]2(C)[C@@]12C[C@](CO)(CC(=O)O)CO2 (stereo partly specified)
 : 721	5%	-2%	x	x	-1%	4	x	x	-5%
> CN(C)CCCn1c(SCC(=O)Nc2nc(-c3cccc(Br)c3)cs2)nc2ccccc2c1=O
 : 618	21%	-16%	x	x	-3%	4	8%	3%	-3%
> O=C(Nc1ccc(C(=O)O)cc1)/C(=C\c1ccc(F)cc1)NC(=O)c1ccco1
 : 847	11%	0%	x	x	6%	-3	x	x	7%
> Cc1cc(NC(=O)C23CCC(C)(C(=O)O2)C3(C)C)no1 (stereo unspecified)
 : 705	-1%	2%	-3.0%	-4.2%	3%	-6	-3%	-8%	12%
> CN1CCN(C(=S)Nc2ccc(Cl)c(Cl)c2)CC1
 : 719	-11%	-4%	-1.5%	3.9%	10%	2	-9%	-1%	-5%
> C#CCOCCOCCOCCNc1nc(N2CCN(C(=O)[C@H]([C@@H](C)CC)n3cc([C@@H](N)CC(C)C)nn3)CC2)nc(N2CCN(C(=O)[C@H](CCCCN)n3cc([C@@H](N)CC(C)C)nn3)CC2)n1
 : 713	-4%	-6%	-0.8%	5.2%	3%	-1	-3%	2%	7%
> Cc1nn(-c2ccccc2[N+](=O)[O-])c(=O)c2ccccc12
 : 692	9%	-4%	-0.3%	-0.4%	0%	-3	0%	1%	0%
> COc1ccc(S(=O)(=O)N(CC(=O)N2CCN(c3ccccc3OC)CC2)c2ccccc2)cc1
 : x	-7%	1%	0.8%	-11%	1%	x	16%	3%	3%
> COc1ccc2[nH]c3c(NCCCOC(C)C)ncnc3c2c1
 : 729	10%	-9%	x	x	8%	1	x	x	-126%
> CCOC(=O)C1C(=O)OC2(CCCC2)C1C(=O)OCC (stereo unspecified)
 : 738	-2%	-4%	3.0%	-4.2%	4%	-2	18%	1%	8%
> CCCc1cc(C(=O)Nc2ccc(C)cc2)no1
 : x	-2%	-9%	-0.8%	-0.8%	4%	x	6%	5%	-112%
> C=CCn1c(=O)c2ccccc2n2c(SCc3nnc(-c4ccccc4Br)o3)nnc12
 : x	12%	-7%	0.0%	-4.2%	-2%	x	-2%	3%	1%
> COc1ccc(CNC(=S)Nc2cc(OC)ccc2OC)cc1
 : 543	-5%	-5%	-4.4%	-5.0%	i	-2	3%	5%	17%
> C/C(=N\NC(=S)NC(C)C)c1ccc(-n2ccnc2)cc1
 : 734	-21%	-2%	-1.3%	-4.9%	4%	-2	6%	0%	28%
> CCCC(c1nnnn1C(C)(C)CC)N1CCN(C2CCCC2)CC1 (stereo unspecified)
 : x	-3%	-9%	-1.6%	0.1%	6%	x	6%	-6%	-14%
> CCOC(=O)c1nnc(-c2ccc(C)cc2)nc1Sc1cccc(Cl)c1
 : 756	8%	-7%	1.0%	-8.5%	-5%	-6	0%	8%	-4%
> CCOc1ccc(CNC(c2ccccc2)c2ccccc2)cc1
 : 819	1%	-3%	x	x	-1%	-2	x	x	0%
> CCCS(=O)(=O)Nc1ccc2cn[nH]c2c1
 : 678	-1%	2%	-1.7%	-3.2%	4%	-3	3%	-18%	2%
> CC1CCCCN1C(=O)c1c([N+](=O)[O-])cnn1C (stereo unspecified)
 : 843	-3%	-16%	x	x	-4%	0	x	x	-5%
> CC1(OC(=O)C2CCCC2)C(=O)C=C2C=C(c3ccsc3)N(CCc3ccccn3)C=C2C1=O (stereo unspecified)
 : 633	7%	-12%	x	x	-5%	-3	3%	4%	6%
> COc1ccc(C(=O)Nc2cccc(/C(C)=N\NC(=O)c3ccoc3C)c2)cc1OC
 : 899	3%	-7%	x	x	-6%	2	x	x	12%
> CCCc1sc(N)nc1-c1ccc(Cl)cc1
 : 725	-2%	-1%	-1.2%	-6.8%	2%	4	-2%	2%	-4%
> COc1ccc(/C=C(/CC(=O)Nc2ccc(C)cc2)c2nc3ccccc3s2)cc1
 : 713	10%	-3%	-3.0%	-5.0%	22%	0	7%	5%	-19%
> Cc1cccc(NC(=O)Cn2cnc3sc(C)c(S(=O)(=O)N4CCC(C)CC4)c3c2=O)n1
 : 736	2%	-8%	-1.3%	-5.9%	3%	-33	-9%	10%	12%
> COc1ccc(/C=C(\C#N)C(=O)NCC2CCCO2)cc1OC (stereo unspecified)
 : x	u	-2%	-1.5%	2.0%	-3%	x	40%	15%	-4%
> O=C(CSc1nc(-c2cccs2)cc(C(F)(F)F)n1)Nc1cc(OCC(F)(F)C(F)F)cc([N+](=O)[O-])c1
 : 635	8%	-3%	-0.4%	-8.5%	0%	10	3%	3%	-10%
> COc1cccc(NC(=O)NNC(=O)CCc2ccc(O)c(O)c2)c1
 : 813	-14%	-6%	x	x	-2%	11	x	x	-4%
> C=CCNC(=O)COc1ccc(S(=O)(=O)N2CCCC2)cc1
 : 635	-3%	-8%	1.4%	-3.1%	12%	-7	-7%	-18%	8%
> Cc1ccc(C)c(NC(=O)C2CCCN(c3cnccn3)C2)c1 (stereo unspecified)
 : 642	12%	-9%	x	x	3%	-14	x	x	6%
> O=[N+]([O-])c1ccc2nc(-c3ccc(Cl)cc3)[nH]c2c1
 : 757	7%	-8%	-6.7%	-7.5%	-11%	1	18%	21%	-137%
> CC(=O)N1c2ccc(S(=O)(=O)N3CCC(C(=O)Nc4ccc(C)cn4)CC3)cc2CC1C (stereo unspecified)
 : 763	5%	-6%	x	x	5%	-4	x	x	-4%
> O=C(Nc1nnc(S(=O)(=O)N2CCCCCC2)s1)c1ccc(Cl)cc1
 : 625	21%	-2%	x	x	1%	-13	x	x	x
> O=C(Nc1c(-c2cccs2)nc2ccccn12)c1ccc2ccccc2c1
 : 539	40%	3%	5.0%	-2.0%	2%	-1	6%	3%	5%
> CCOc1cc(CNCc2ccccc2)ccc1OCC(=O)NC1CCCCC1
 : 675	0%	-9%	x	x	0%	-30	x	x	-1%
> CSc1ccccc1C(=O)C1CCCN(C(=O)c2cncs2)C1 (stereo unspecified)
 : 771	-10%	-13%	x	x	14%	-4	x	x	12%
> COc1cc(CNc2ccccc2Oc2cc(=O)n(C)c(=O)n2C)cc(OC)c1OC
 : x	13%	-4%	-0.9%	-4.7%	3%	x	3%	6%	-13%
> Cc1cc2c(Nc3cccc(O)c3)ncnc2s1
 : 800	6%	0%	x	x	5%	15	x	x	-194%

Some of the compounds tested; rates above refer to the full screens.
